HGIII-sPLA2 inh: Inhibits HGIII-sPLA2 liposome hydrolysis, primary screen | Q9NZ20 | QFRET BODIPY PC-A2 liposome hydrolysis, fluorescence | 0.56% of 370,000 active | inhibition, % at 12.2 µM;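 active means inhibition above mean plus 3 SD of compounds lying within the high and low control bounds, cut at about 19% in these data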;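 further: 0% = median of test compound wells and 100% = no enzyme DMSO wells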
NPR1 activator: GC-A (human) enzyme activation | activation, % at 10 µM | P16066 | HEK293 GC-A cells, cGMP TR-FRET, EC30 ANP; 0% at EC30 ANP, 100% saturating ANP | 0.14% of 370,000 active | AID 1671463; in the data active means activation above about 40%
Target sequence (P16066 whole entry, looked up): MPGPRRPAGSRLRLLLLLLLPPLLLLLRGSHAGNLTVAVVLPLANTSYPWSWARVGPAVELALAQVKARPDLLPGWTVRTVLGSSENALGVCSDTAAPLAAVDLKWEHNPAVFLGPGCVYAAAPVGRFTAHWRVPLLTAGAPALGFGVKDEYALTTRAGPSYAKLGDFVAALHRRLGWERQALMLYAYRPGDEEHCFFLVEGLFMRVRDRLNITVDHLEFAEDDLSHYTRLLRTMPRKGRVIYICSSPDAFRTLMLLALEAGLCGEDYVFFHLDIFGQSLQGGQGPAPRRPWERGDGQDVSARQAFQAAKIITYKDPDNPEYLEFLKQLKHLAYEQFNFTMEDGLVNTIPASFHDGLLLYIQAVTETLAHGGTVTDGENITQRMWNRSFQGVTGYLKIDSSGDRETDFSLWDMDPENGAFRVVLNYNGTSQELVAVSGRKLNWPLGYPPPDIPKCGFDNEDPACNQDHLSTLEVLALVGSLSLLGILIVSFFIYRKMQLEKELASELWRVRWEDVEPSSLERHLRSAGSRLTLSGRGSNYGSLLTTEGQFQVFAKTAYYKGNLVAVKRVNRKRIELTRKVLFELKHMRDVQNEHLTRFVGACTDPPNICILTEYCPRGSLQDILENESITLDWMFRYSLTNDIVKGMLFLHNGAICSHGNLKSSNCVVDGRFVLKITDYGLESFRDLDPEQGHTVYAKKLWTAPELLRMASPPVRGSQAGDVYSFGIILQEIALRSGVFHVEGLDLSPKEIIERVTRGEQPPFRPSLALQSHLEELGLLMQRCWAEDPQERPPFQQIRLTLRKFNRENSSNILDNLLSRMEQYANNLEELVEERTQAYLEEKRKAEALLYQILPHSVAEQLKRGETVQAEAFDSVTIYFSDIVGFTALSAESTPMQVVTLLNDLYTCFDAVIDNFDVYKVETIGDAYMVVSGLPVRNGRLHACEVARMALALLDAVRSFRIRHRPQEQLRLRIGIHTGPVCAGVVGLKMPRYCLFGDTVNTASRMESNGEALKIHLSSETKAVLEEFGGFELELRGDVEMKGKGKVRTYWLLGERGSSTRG
GC-B act: GC-B (human) receptor activation; AID 1920062; P20594; HEK293-GC-B cells, CNP EC30, cGMP TR-FRET; 0% at EC30 CNP, 100% saturating CNP; 0.11% of 370,000 active; activation, % at 10 µM;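 active means activation at 10 µM reaching about 35% in either raw or pattern-adjusted values, limit read from the data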
FXN GAA850 act: frataxin GAA850 promoter activation | AID 540364 | HEK293 lucGAA850 FXN promoter luciferase reporter, 24 h; percent of 10 µM SAHA response | activation, % at 6 µM | 0.56% of 360,000 active;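 active means activation above the average of all compounds screened plus 3 SD, cutoff fixed separately per campaign, cut at about 7.5% in these data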;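 further: 0% = DMSO wells and 100% = 10 µM SAHA wells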
hcDAF-12 act: H. contortus DAF-12 activation, primary screen | HEK293 hcDAF-12 lit1-tk-luc reporter, luminescence; 0% DMSO, 100% Δ7-dafachronic acid | activation, % at 6.8 µM | 1.4% of 370,000 active;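 active means activation above the mean of all tested compounds plus 3 SD, cut at about 5.5% in these data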;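 further: 100% = response to 3 µM Δ7-dafachronic acid high control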
DAX1 inh-1: inhibitors of DAX1 repression of SF-1 activated StAR promoter; HEK293T StAR-luciferase reporter, SF-1/DAX-1 repression relief; AID 652010; 1.1% of 370,000 active; inhibition, % at 6.8 µM;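 active means inhibition above the mean over all tested compounds plus 3 SD, cut at about 3.6% in these data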;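 further: 0% = DAX-1 cells with DMSO and 100% = cells lacking DAX-1 with DMSO; higher inhibition means more luminescence from relief of DAX-1 repression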
hgDAF-12 ag: activates the H. glycines DAF-12 receptor ligand-binding domain; HEK293 GAL4-hgDAF12 UAS-luciferase reporter, agonist luminescence; normalized to butyrate control; activation, % at 6.8 µM; 1.8% of 370,000 active; AID 687014;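 active means activation above a cutoff set at the mean of all screened compounds plus 3 SD, cut at about 10% in these data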;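 further: 0% = DMSO wells and 100% = sodium butyrate wells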
DAX1 inh-2: inhibitors of human orphan nuclear receptor DAX1 (NR0B1) | P51843 | inhibition, % at 6.75 µM | 0.99% of 340,000 active | HEK293 Gal4-DAX1 luciferase reporter, luminescence | AID 504766;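 active means inhibition above the mean over all tested compounds plus 3 SD, cut at about 4.2% in these data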;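 further: 0% = DAX1-transfected cells with DMSO and 100% = empty-vector control cells with DMSO; inhibition shows as a rise in luminescence from relieved DAX1 repression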
SMARCA2 act: SMARCA2 function activation, primary screen; AID 652017; activation, % at 9.1 µM; 1% of 370,000 active; MG213 cells, MMTV-luciferase reporter, dexamethasone, overnight; in the data active means activation above about 7.8%;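 further: 0% = vehicle wells and 100% = reference activator wells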
ssDAF-12 act: activators of S. stercoralis DAF-12 nuclear receptor | HEK293 ssDAF-12/GRIP1 lit1-tk-luc reporter, luminescence; % of 3 µM dafachronic acid response | activation, % at 6.8 µM | 1% of 370,000 active | AID 652126;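 active means activation above the mean over all tested compounds plus 3 SD, cut at about 0.9% in these data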;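 further: 0% = DMSO-only wells and 100% = 3 µM delta7-dafachronic acid wells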
ADAM10 inh: ADAM10 inhibition, QFRET primary screen; inhibition, % at 7 µM; 0.62% of 370,000 active; O14672; recombinant ADAM10, EDANS/DABCYL FRET peptide cleavage, 3 h;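 active means inhibition above a per-campaign cutoff equal to the mean of compounds falling between control-based bounds plus 3 SD, cut at about 20% in these data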;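 further: 0% = DMSO wells while the 100% control is not disclosed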
* marks the source's active call; other numbers are inactive results; · = not tested or not shown.

1	O=C(CCCc1c[nH]c2ccccc12)NCCc1c[nH]c2ccccc12
2	COc1ccc(N2C(=O)CC(N(CCc3ccc(S(N)(=O)=O)cc3)C(=S)Nc3ccccc3)C2=O)cc1 (configuration not stated)
3	CCOC(=O)c1c(C)oc2ccc(O)c(CN3CCCCC3)c12
4	C[C@H](O)[C@@H]1CN2CCc3c([nH]c4c(-c5ccccc5)cccc34)[C@@H]2C[C@@H]1N(C)C(=S)NCCc1ccccc1
5	CCCCCCCCN1C(=O)[C@H](CC(=O)NCc2ccccc2)C[C@@]2(C(=O)OCC)CCCC=C12
6	CCc1ccc(/C=C(\C#N)C(=O)NC2CCS(=O)(=O)C2)cc1 (configuration not stated)
7	O=C(Nc1ccc2c(c1)OCCO2)c1ccc(CN2CCOCC2)cc1
8	CC1(C)CC2(CCO1)N1CC3(C)CN2CC(C)(C1)C3=O (configuration not stated)
9	CN1C[C@@H]2[C@@H]3C(=O)N(Cc4ccccc4)C(=O)[C@@H]3[C@](C)(C1=O)N2C(=O)c1ccc(F)cc1
10	CCN(CC)S(=O)(=O)c1cccc(C(=O)N/N=C/c2ccc(O)c(O)c2O)c1

screen / no.	1	2	3	4	5	6	7	8	9	10
HGIII-sPLA2 inh	-58.5	-27.0	-10.8	0.6	-10.5	-0.9	-0.1	1.7	8.3	12.4
NPR1 activator	-1.6	-3.2	-4.0	14.3	0.9	-8.1	1.6	-13.5	3.1	-3.0
GC-B act	2.8	-0.2	-4.1	-0.3	-1.9	-3.7	4.7	-4.4	3.9	-4.5
FXN GAA850 act	-1.0	0.3	1.5	·	·	2.3	1.1	-0.2	0.2	1.9
hcDAF-12 act	5.3	-0.7	0.1	1.1	-0.7	-0.1	1.0	-1.8	-1.0	-2.2
DAX1 inh-1	-0.2	0.5	-0.1	2.4	1.1	-1.5	0.1	0.0	-0.3	-0.8
hgDAF-12 ag	1.9	-2.9	0.0	3.8	3.2	0.9	4.2	-2.8	0.8	-4.7
DAX1 inh-2	2.5	-0.2	1.7	·	·	0.7	0.1	1.1	1.0	0.4
SMARCA2 act	-4.1	-4.0	-0.3	-0.5	1.4	-1.2	3.3	-0.1	-0.1	0.4
ssDAF-12 act	0.3	-0.8	-1.9	-0.5	-1.3	-0.8	-0.8	-1.2	-1.0	-0.5
ADAM10 inh	19.1	5.7	1.6	-121.0	6.5	-2.8	7.4	1.4	3.7	1.8

11	COc1ccccc1C(=O)N/N=C/c1cnc2ccccc2n1
12	C/C(=N\Nc1cccc([N+](=O)[O-])c1)c1ccccc1O
13	O=C1OCCC1(c1ccccc1)c1ccccc1
14	CCc1nc2ccc(C(=O)NCCOc3ccc(OC)cc3)cn2c1N(CC)Cc1ccc(OC)c(OC)c1
15	CC(=O)OC(COc1cccc(C)c1)Cn1cnc2ccccc21 (configuration not stated)
16	Cc1cccc(C)c1N1C(=O)C2ON(c3ccccc3)C(c3ccncc3)C2C1=O (configuration not stated)
17	Cc1c(Br)cc(-c2nnco2)cc1Br
18	O=C1CCC/C1=C\c1ccccc1
19	CCCC(=O)OCC(=O)Nc1ccccc1Sc1ccccc1
20	COc1ccc(S(=O)(=O)N2CCC(C(=O)N3CCOCC3)CC2)cc1OC

screen / no.	11	12	13	14	15	16	17	18	19	20
HGIII-sPLA2 inh	-3.4	2.9	-11.6	-9.9	-10.4	0.6	8.9	-0.4	-2.6	4.3
NPR1 activator	1.4	3.0	-2.5	-1.3	4.0	-4.8	3.5	-1.9	0.7	4.6
GC-B act	3.2	2.6	1.9	0.0	-0.3	-7.8	-3.4	2.2	-1.6	-5.5
FXN GAA850 act	1.1	1.6	1.1	8.4*	2.9	-2.4	0.4	1.3	0.6	1.3
hcDAF-12 act	-1.5	-0.1	-1.7	-3.0	1.0	-0.2	-2.4	-0.6	0.2	-0.3
DAX1 inh-1	-0.6	-1.1	0.8	-1.1	0.6	-0.1	-1.4	0.5	-0.2	0.5
hgDAF-12 ag	2.9	9.8	-0.2	-0.7	1.2	1.6	0.5	-4.1	-4.3	-2.2
DAX1 inh-2	-1.2	1.8	-0.4	·	0.2	2.7	0.2	-2.4	-0.3	0.8
SMARCA2 act	1.1	11.8*	-1.6	7.3	-2.7	-3.0	-0.1	-1.6	-1.6	-2.2
ssDAF-12 act	-1.6	-0.6	-0.8	-1.6	-1.8	-0.4	-1.8	-2.8	-1.5	-1.6
ADAM10 inh	-3.7	8.0	0.2	3.5	6.8	-10.1	2.7	-0.3	6.0	3.0

21	O=C(Cc1ccc(Br)cc1)NCCCn1ccnc1
22	CC1=C(O)C(=O)C(C2=C(O)C(=O)C(C)=C(O)C2=O)=C(O)C1=O
23	Cc1ccc(CNC(=O)C2CCCN(c3ncnc4c3nc3n4CCCCC3)C2)cc1 (configuration not stated)
24	Cc1c(O)nc(SCC(=O)Nc2nccs2)n(-c2ccccc2F)c1=O
25	C#Cc1cccc(C(=O)N(Cc2cccnc2)CC2CCCN(C3CCCCC3)C2)c1 (configuration not stated)
26	CC1CC(C)(C)CC2(C1)NC(=O)N(CC(=O)N1CCN(S(=O)(=O)c3cccc(F)c3)CC1)C2=O (configuration not stated)
27	Cc1ccc(CNC(=O)CSc2nc3ccccc3[nH]2)cc1
28	COc1ccc(-c2nc3ccccc3c(=O)n2CCCn2ccnc2)cc1
29	Cc1ccc(C2C(C#N)=C(N)Oc3cc4c(cc32)OCO4)cc1 (configuration not stated)
30	O=C(Cn1ncc2c([nH]c3ccccc32)c1=O)N1CCc2ccccc2C1

screen / no.	21	22	23	24	25	26	27	28	29	30
HGIII-sPLA2 inh	1.1	3.7	9.1	0.2	1.7	8.5	2.0	-4.8	-12.0	13.2
NPR1 activator	0.0	-2.1	-4.4	1.6	-15.1	-3.0	2.4	-0.8	-4.8	1.4
GC-B act	5.3	0.4	-3.8	-0.4	-8.6	0.5	3.5	0.3	-7.1	-2.7
FXN GAA850 act	1.1	-2.1	1.3	4.9	-0.3	-0.2	1.7	-0.6	-2.1	2.5
hcDAF-12 act	-0.7	-1.9	0.1	1.2	-0.9	-0.6	-1.1	-1.4	0.4	-0.6
DAX1 inh-1	-0.2	1.1	-2.6	0.0	-1.0	-0.6	-0.1	0.5	0.7	0.0
hgDAF-12 ag	-1.6	-2.2	-0.6	0.5	-3.1	-1.1	-0.7	4.5	-1.9	0.8
DAX1 inh-2	1.4	3.1	0.4	0.5	0.5	-0.2	1.0	0.9	1.9	0.1
SMARCA2 act	0.6	1.4	-3.4	-0.2	-1.8	-7.1	-0.2	0.6	-4.8	-2.7
ssDAF-12 act	-1.1	-1.3	-0.6	-1.3	-1.5	-1.2	-0.8	-1.5	-0.9	-0.9
ADAM10 inh	-3.2	-5.3	-14.1	-8.9	-3.5	-5.9	6.6	0.3	-25.8	8.8

31	Cc1ccc(S(=O)(=O)N2CCC(=O)N([C@H](COCc3cccc(C(F)(F)F)c3)C(C)C)CC2)cc1
32	Cc1onc(-c2ccccc2Cl)c1C(=O)Nc1ccc(CN2CCCC2)cc1
33	C[C@H](CO)N1C[C@H](C)[C@@H](CN(C)Cc2ccc(C(=O)Nc3ccccc3N)cc2)Oc2c(NC(=O)C3CCCCC3)cccc2C1=O
34	CC1(C)Cc2c(C#N)c(N)n(-c3ccccc3)c(=S)c2CO1
35	O=C(NCc1ccccn1)C1CCC(CNS(=O)(=O)c2cccc3nsnc23)CC1 (configuration not stated)
36	FC(F)(F)c1ccc(NC2=NCCC2)cc1
37	COc1cc(NC2=CC(=O)CC(C)(C)C2)cc(OC)c1OC
38	CC(=O)NC1C(=O)N=C(SCC(=O)NCc2ccccc2)NC1=O (configuration not stated)
39	CCCN1CCC(=O)N([C@H](CSc2ccc(OC)cc2)CC(C)C)CC1
40	COc1ccc(Nc2nc(N)c(C(=O)c3ccc(OC)cc3)s2)cc1

screen / no.	31	32	33	34	35	36	37	38	39	40
HGIII-sPLA2 inh	-11.1	0.7	-12.5	12.8	4.6	1.7	3.6	1.4	-0.7	-18.1
NPR1 activator	-2.3	0.5	-3.0	-1.4	-0.1	3.1	1.2	0.1	-1.0	-20.8
GC-B act	1.8	-1.3	-1.0	0.7	-0.4	-2.4	-0.6	4.1	4.7	-4.4
FXN GAA850 act	·	-1.5	-2.2	3.1	2.8	0.4	1.2	-0.2	3.6	-0.3
hcDAF-12 act	-0.7	-0.4	0.4	-0.4	-1.6	-0.4	1.5	2.2	2.5	-4.3
DAX1 inh-1	-1.1	0.5	-0.6	0.1	-0.2	-0.2	0.5	0.3	1.6	-1.1
hgDAF-12 ag	0.3	5.0	1.7	-0.8	2.7	0.2	0.1	0.2	4.1	0.7
DAX1 inh-2	·	-0.3	-0.5	·	-0.3	-0.3	-0.2	-0.8	0.5	-3.5
SMARCA2 act	-1.2	-2.7	-0.1	-4.4	-0.9	-2.9	-2.5	10.5*	5.8	1.1
ssDAF-12 act	-0.2	-0.5	-1.5	-0.7	-0.4	-1.4	-0.5	-1.1	-0.6	-2.0
ADAM10 inh	1.6	-9.1	-0.1	-57.3	12.2	0.9	-13.5	0.9	6.7	7.7

Whole records from above. Values in the order: HGIII-sPLA2 inh	NPR1 activator	GC-B act	FXN GAA850 act	hcDAF-12 act	DAX1 inh-1	hgDAF-12 ag	DAX1 inh-2	SMARCA2 act	ssDAF-12 act	ADAM10 inh
`C[C@H](CO)N1C[C@H](C)[C@@H](CN(C)Cc2ccc(C(=O)Nc3ccccc3N)cc2)Oc2c(NC(=O)C3CCCCC3)cccc2C1=O` is listed with -12.5	-3.0	-1.0	-2.2	0.4	-0.6	1.7	-0.5	-0.1	-1.5	-0.1
`Cc1ccc(S(=O)(=O)N2CCC(=O)N([C@H](COCc3cccc(C(F)(F)F)c3)C(C)C)CC2)cc1` is listed with -11.1	-2.3	1.8	·	-0.7	-1.1	0.3	·	-1.2	-0.2	1.6

Next section
41	CC(C(=O)Nc1ccc2c(c1)OCO2)n1cnc2c1c(=O)n(C)c(=O)n2C (configuration not stated)
42	CCCc1ccc(Oc2cn[nH]c2-c2ccc(O)cc2O)cc1
43	C=CCNC(=O)c1ccc(S(=O)(=O)CC)c(Cl)c1Cl
44	Cc1cccc(C(=O)OCC(=O)N2CCC(c3ccccc3)=N2)c1O
45	COc1ccc2[nH]c(=O)c(CN(CCO)C(=O)c3cccs3)cc2c1
46	CC(O)(c1cccnc1)c1nc(-c2cccc3cccnc23)cs1 (configuration not stated)

screen / no.	41	42	43	44	45	46
HGIII-sPLA2 inh	-3.4	-67.8	12.0	4.6	7.0	-3.4
NPR1 activator	-2.7	40.1*	0.9	-1.7	-3.8	1.1
GC-B act	-0.4	1.4	6.0	8.9	1.6	0.8
FXN GAA850 act	0.9	1.8	0.3	0.0	-0.5	0.5
hcDAF-12 act	-1.6	-1.1	-0.8	1.5	0.2	0.3
DAX1 inh-1	-1.7	-0.9	-0.3	2.1	0.2	0.3
hgDAF-12 ag	-0.6	-1.4	0.3	-1.1	0.5	-0.6
DAX1 inh-2	0.2	-0.3	-0.8	-0.7	2.7	·
SMARCA2 act	-2.0	-2.4	-3.9	3.5	-2.7	-6.8
ssDAF-12 act	-0.7	-1.4	-0.8	-1.1	-1.5	-1.2
ADAM10 inh	-3.6	21.9*	-9.0	-3.7	-388.1	-29.8

Screening data from PubChem BioAssay.
